KB-V1 MDR tox: KB-V1 MDR subline cytotoxicity. KB-V1 MDR cells viability, CellTiter-Glo, 72 h. Potency, µM (highest dose often 46.1 µM), for the others: at the highest dose activity change, negative = cytotoxicity, hits mostly cytotoxic. 400,000 tested, 3.4% active. AID 1347076; note: potency is the fitted concentration of half-maximal effect; % is set by controls: 0 for no effect and ±100 for the full control effect; nearly all actives have a fitted effect of over 60% in size
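In this primary screen, KB-V1 cells overexpressing P-gp are incubated with library compounds (lowest to highest concentration) for 72 h at 37 degrees C before a luminescent ATP viability read.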
SW480 rereplic: inducers of DNA re-replication in SW480 colon cancer cells. Potency, µM (doses to about 46.1 µM), without a hit: at the highest dose re-replication activation, usual class: activators. SW480 DNA re-replication, Hoechst DNA content imaging, 48 h. 340,000 tested, 1.8% active; note: potency is the fitted concentration of half-maximal effect; % of control where 0% means no effect; nearly all actives have a fitted effect of over 55% in size
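Quantitative HTS format with DMSO vehicle controls; 48 hr drug incubation at 37 C, then 40 min Hoechst staining and scanning imager measurement at 405 nm excitation.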
HT1080 IDH1KD tx: HT-1080 IDH1 knockdown cell toxicity (counter line); HT-1080 IDH1 knockdown viability, ATP luminescence, 48 h; Potency, µM (highest dose often 46.1 µM), for inactives: at the top dose activity, negative = toxicity, usual class: cytotoxic; 360,000 tested, 2% active; AID 686971;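 note: potency is the fitted concentration of half-maximal effect; 0% = DMSO wells and -100% = cell-free medium wells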
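Assay cells: HT-1080 with IDH1 knockdown, 750 per well, RPMI/5% FBS. Exposure: 48 h at 37 °C following 2 h pre-incubation. Read: CellTiter-Glo luminescence; fitted concentration-response, curve class assigned.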
KB-3-1 tox: kills parental KB-3-1 adenocarcinoma cells | KB-3-1 viability, CellTiter-Glo ATP luminescence, 72 h | 400,000 tested, 1.4% active | AID 1347075 | Potency, µM (doses to about 46.1 µM), for the others: at the top dose activity change, negative = cytotoxic, usual class: cytotoxic; note: potency is the fitted concentration of half-maximal effect; % is set by controls: 0 for no effect and ±100 for the full control effect; nearly all actives have a fitted effect of over 60% in size
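Cytotoxicity measured as CellTiter-Glo luminescence after 72 h at 37 C. Compound titrations were pinned onto drug-naive KB-3-1 parental adenocarcinoma cells grown in DMEM with 10% FBS, and normalized data fitted to concentration-response curves.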
ATXN2 expr inh: inhibitors of ATXN2 expression; HEK-293 ATXN2-luciferase reporter, luminescence, 24 h; Potency, µM (titrated, usually from 57 µM), for the others: at the top dose activity change, negative = inhibition, usual class: inhibitors; 360,000 tested, 0.72% active; AID 1745845; note: potency is the fitted concentration of half-maximal effect; % is set by controls: 0 for no effect and ±100 for the full control effect; nearly all actives have a fitted effect of over 55% in size
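qHTS (up to 57 uM final) was run with 24 h compound exposure of reporter cells at 37 °C. Each well was multiplexed: SteadyGlo luminescence measured ATXN2-luciferase expression after a fluorogenic Gly-Phe-AFC viability readout (25 uM final).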
IL-1B inflam inh: inflammasome signaling inhibition, IL-1 beta readout; THP-1 LPS/ATP IL-1B secretion, AlphaLISA, 16 h; hits give low values; activity change, % at 57.5 µM; 360,000 tested, 4.7% active; AID 743279; in the data active = activity change below about -50%; inconclusive = mostly about -30% to -49%; note: % is set by controls: 0 for no effect and ±100 for the full control effect
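Secreted IL-1B measured by AlphaLISA bead assay after 16 h compound exposure of THP-1 cells; compounds (final up to 57.5 uM) added 1 h before LPS (250 ng/mL) and ATP (1.25 mM) stimulation; lower signal means less secretion.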
HT1080-NT tox: kills 2HG-producing HT-1080-NT fibrosarcoma cells | HT-1080-NT fibrosarcoma viability, CellTiter-Glo ATP luminescence, 48 h | AID 686970 | Potency, µM (top dose mostly 46.1 µM), for inactives: at the top dose activity, negative = less viability, usual class: cytotoxic | 360,000 tested, 1.6% active;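 note: NT is the 2HG producing partner of a matched IDH1 knockdown line; potency is the fitted concentration of half-maximal effect; 0% = DMSO-treated cells and -100% = media-only wells without cells; nearly all actives have a fitted effect of over 55% in size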
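A 48-hour cytotoxicity screen used HT-1080-NT cells plated 2 hours before compound delivery. ATP-based CellTiter-Glo luminescence measured viability, normalized to DMSO and no-cell controls.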
MCF10A rerep: inducers of DNA re-replication in MCF 10A breast cells; MCF 10A DNA re-replication, Hoechst nuclear intensity, 48 h; Potency, µM (doses to about 46.1 µM), without a hit: at the top dose activity, positive = re-replication, most hits filed as activators; 350,000 tested, 2.9% active; AID 624296; note: potency is the fitted concentration of half-maximal effect; % of control where 0% means no effect; nearly all actives have a fitted effect of over 50% in size
WRN inhibitor: WRN helicase (human) inhibition; Q14191; WRN helicase unwinding, fluorescent forked duplex, kinetic; 360,000 tested, 0.46% active; AID 651768; Potency, µM (doses to about 114 µM), for the others: top-dose activity change, negative = inhibition, hits mostly inhibitors; note: potency is the fitted concentration of half-maximal effect; % is set by controls: 0 for no effect and ±100 for the full control effect; nearly all actives have a fitted effect of over 55% in size
Target sequence (Q14191 whole entry, looked up): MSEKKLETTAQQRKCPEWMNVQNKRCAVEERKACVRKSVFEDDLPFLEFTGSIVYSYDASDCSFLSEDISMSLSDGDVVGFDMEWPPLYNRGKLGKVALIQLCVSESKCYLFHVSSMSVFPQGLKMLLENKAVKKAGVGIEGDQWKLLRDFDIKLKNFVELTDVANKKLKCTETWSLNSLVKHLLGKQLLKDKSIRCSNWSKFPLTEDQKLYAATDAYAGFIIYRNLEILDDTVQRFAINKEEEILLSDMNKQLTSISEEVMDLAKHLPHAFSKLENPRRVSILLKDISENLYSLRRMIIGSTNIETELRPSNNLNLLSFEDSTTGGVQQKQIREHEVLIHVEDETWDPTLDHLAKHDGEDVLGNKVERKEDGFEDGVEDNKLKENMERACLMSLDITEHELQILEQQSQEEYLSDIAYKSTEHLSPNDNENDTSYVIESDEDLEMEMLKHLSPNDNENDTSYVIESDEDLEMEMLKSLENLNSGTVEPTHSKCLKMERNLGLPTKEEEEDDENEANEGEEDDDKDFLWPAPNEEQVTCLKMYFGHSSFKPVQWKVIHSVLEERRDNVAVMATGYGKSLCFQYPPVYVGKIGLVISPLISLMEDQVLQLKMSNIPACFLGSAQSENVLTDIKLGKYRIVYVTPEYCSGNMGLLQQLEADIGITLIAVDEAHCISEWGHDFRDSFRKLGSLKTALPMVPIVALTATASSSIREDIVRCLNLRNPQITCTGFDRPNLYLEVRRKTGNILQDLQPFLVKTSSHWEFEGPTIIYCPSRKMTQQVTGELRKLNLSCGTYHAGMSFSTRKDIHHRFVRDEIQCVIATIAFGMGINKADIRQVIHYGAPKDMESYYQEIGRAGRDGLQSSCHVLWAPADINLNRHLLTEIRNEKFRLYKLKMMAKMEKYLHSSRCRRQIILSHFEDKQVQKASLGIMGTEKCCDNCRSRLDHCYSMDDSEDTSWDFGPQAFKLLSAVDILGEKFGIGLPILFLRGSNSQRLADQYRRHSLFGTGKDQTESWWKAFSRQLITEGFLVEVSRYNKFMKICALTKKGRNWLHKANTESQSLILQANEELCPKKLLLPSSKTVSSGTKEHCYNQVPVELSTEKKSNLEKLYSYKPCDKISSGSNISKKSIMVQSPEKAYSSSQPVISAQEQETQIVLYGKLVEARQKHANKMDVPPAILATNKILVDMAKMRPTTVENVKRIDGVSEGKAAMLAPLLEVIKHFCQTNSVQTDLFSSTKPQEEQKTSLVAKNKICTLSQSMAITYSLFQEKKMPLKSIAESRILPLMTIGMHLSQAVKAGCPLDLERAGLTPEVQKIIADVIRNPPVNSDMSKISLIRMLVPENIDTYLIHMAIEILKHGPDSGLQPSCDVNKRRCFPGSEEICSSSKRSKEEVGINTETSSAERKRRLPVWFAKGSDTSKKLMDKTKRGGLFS
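Enzyme (20 nM final) and test compound sit together 15 min at room temperature before substrate addition. Substrate is a single-forked duplex oligonucleotide (100 nM) labelled with fluorophore and quencher, with 2 mM ATP; helicase unwinding raises red fluorescence, read kinetically.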
Starred values were filed as active, the others as inactive; ? = inconclusive; . = no result given; [ ] = dose if it differs, or a comment. Unless noted, calls come from the whole dose curve; as a rule, active = well fitted curve in the direction sought with a large enough effect; inconclusive = small, poorly fitted or top-dose-only effect, or another doubt; inactive = no such curve, though single readings can be large; an effect the other way counts as inactive or inconclusive.

SMILES	KB-V1 MDR tox	SW480 rereplic	HT1080 IDH1KD tx	KB-3-1 tox	ATXN2 expr inh	IL-1B inflam inh	HT1080-NT tox	MCF10A rerep	WRN inhibitor
Cc1ccc(NC(=O)CSCC(=O)Nc2cc(S(=O)(=O)N3CCOCC3)ccc2OC(C)C)cc1	-2%	9%	-2%	11%	0%	-7	-1%[9.24 µM]	6%	0%
CNC(=O)c1cc(Nc2nnc(C)c3ccccc23)ccc1OC	8%	-3%	1%	24%	15%	81	16%	7%	-2%
O=c1cc(N2CCN(c3ccccc3Cl)CC2)[nH]c(=O)n1Cc1ccc(F)cc1	21µM*	?	2.6µM*	4.6µM*	-24%	18	?	2.1µM*	-7%
O=C(CCN1C(=O)c2ccccc2C1=O)Nc1sc2c(c1C(=O)NCc1ccco1)CCCC2	?	2%	?	5%	3%	-5	13%	24%	-13%
COC(=O)C1=C(C)OC(N)=C(C#N)C1c1c(C)nn(-c2ccccc2)c1Cl (configuration not stated)	4%	15%	-7%	4%	-4%	0	-12%	?	-15%
O=C(Nc1ccc(Oc2cccnc2)cc1)C1CCN(Cc2ccc(F)cc2)CC1	.	6%	-13%	.	-20%	-2	-6%	22%	?
O=C(COC(=O)C1CC1)c1c[nH]c2ccccc12	0%	-2%	-6%	9%	41%[activator]	16	-3%	3%	3%
CCN1C(=O)CS/C1=C(\C#N)S(=O)(=O)c1ccccc1	?	0%	4%	9%	0%	-4	5%	?	-13%
COc1ccc(Nc2nc(N)nc(CSC(=S)N3CCCCC3)n2)cc1	-15%	12%	-24%	-14%	.	-6	-15%	1%	-11%
CCCn1c(SCC(=O)c2[nH]c(C)c(C(C)=O)c2C)n[nH]c1=O	-1%	-2%	-1%	4%	5%	68	-3%	6%	2%
CC1CCc2[nH]c3ccc(C(=O)N(C)CC(=O)Nc4ccccc4C(F)(F)F)cc3c2C1 (configuration not stated)	-3%	-1%	1%	5%	-2%	-16	-1%	29%	-9%
Cc1ccc(NC(=O)CSc2nnc(-c3cnccn3)n2-c2ccccc2)cc1	0%	0%	-6%	3%	-30%	-11	0%	8%	-9%
Cc1cc2[nH]cnc2c([N+](=O)[O-])c1C	3%	-69%[inhibitor]	2%	0%	-1%	20	-2%	-38%[inhibitor]	2%
O=C1CC(c2ccccc2)Cc2nc(N3CCc4ccccc4C3)ncc21 (configuration not stated)	0%	14%	-2%	-9%	-8%	8	-7%	?	-18%
O=C(NCc1nc2ccccc2[nH]1)C1CCCCC1	-18%	-6%	-3%	-15%	.	1	-1%	5%	8%
O=C(Cc1ccc(Cl)cc1)NC1CCS(=O)(=O)C1 (configuration not stated)	3%	-10%	4%	22%	2%	-7	-2%	-2%	8%
Cc1cccc(N=c2c([N+](=O)[O-])nn(-c3ccc(Cl)cc3)n2O)c1	22%	3%	0%	19%	18%	22	24%	-9%	1%
COCCN1C(=O)C(=O)/C(=C(/O)c2cccc(S(=O)(=O)N(C)C)c2)C12C(=O)N(C)c1ccccc12 (configuration not stated)	-1%	-2%	10%	-4%	7%	28	15%	6%	3%
O=C(CCSc1nc(-c2ccco2)cc(C(F)(F)F)n1)N1CCCc2ccccc21	?	-2%	-3%	-23%	6%	29	-18%	?	-6%
Cc1cc(C)c(C(=O)C(C)OC(=O)c2ccccn2)cc1C (configuration not stated)	5%	-4%	24%	5%	-6%	15	27%	-18%	1%
COc1ccc(-c2cc(C(F)(F)F)n3nc(C(=O)Nc4c(C)n(C)n(-c5ccccc5)c4=O)cc3n2)cc1	-2%	20%	11%	?	?	-1	18%	18µM*	-2%
COc1ccc(S(=O)(=O)N(C)c2c(C)n(C)n(-c3ccccc3)c2=O)cc1OC	16%	-2%	7%	12%	-8%	7	11%	-4%	0%
Cc1ccc(NC(=O)CCSc2nc(C)cc(C)n2)cc1	0%	-8%	22%	27%	6%	-20	21%	-7%	3%
CC(C)NC(=O)N(C)C[C@H]1Oc2ncc(Br)cc2C(=O)N([C@H](C)CO)C[C@@H]1C	11%	.	11%	7%	2%	9	9%	.	6%
Cc1sc(NC(=O)C2CCCCC2C(=O)O)c(C(N)=O)c1-c1ccccc1 (configuration not stated)	-6%	-5%	6%	-16%	19%	6	-5%	-4%	2%
More results:
SMILES	KB-V1 MDR tox	SW480 rereplic	HT1080 IDH1KD tx	KB-3-1 tox	ATXN2 expr inh	IL-1B inflam inh	HT1080-NT tox	MCF10A rerep	WRN inhibitor
CCOc1ccc2nc(SC3CC(=O)N(c4ccccc4)C3=O)sc2c1 (configuration not stated)	0%	?	?	1%	34%	6	?	?	-9%
O=C1[C@H]2[C@@H](c3ccc(F)cc3)N3C(=O)N(c4cccc(Cl)c4)C(=O)[C@@]3(Cc3ccc(Cl)cc3)[C@H]2C(=O)N1C1CCCCC1	2%	6%	-7%	-19%	12%	-23	-5%	-1%	?
CCNc1sc(C(=O)OCC)c(N)c1C#N	0%	-16%	4%	1%	-33%	-14	1%	-2%	3%
CCCOc1ccc(OCCSc2nnc(N)s2)cc1	?	-2%	-4%	-26%	42%[activator]	-4	-5%	-6%	-33%[57.1 µM]
CCOc1ccc(C(=O)CSCC(=O)O)cc1	6%	-5%	-4%	17%	2%	12	2%	-4%	0%
CC(=O)Nc1nc(-c2ccc3c(c2)CCO3)cs1	14%	?	-2%	-17%	.	-9	-3%	0%	-5%
O=C(NN1C(=O)C2C3C=CC(O3)C2C1=O)c1cccc(O)c1 (configuration not stated)	-3%	0%	-3%	0%	-1%	27	-2%	1%	2%
Cc1ccc(OCC(=O)NNC(=O)c2ccoc2C)c(Br)c1	-1%	0%	-2%	0%	5%	-23	-4%	-6%	-18%
CC1(C)Oc2ccc(C(=O)N3CCOCC3)cc2N(CC(=O)Nc2ccccc2)C1=O	-9%	0%	-1%	0%	-11%	?	1%	-5%	4%
O=C(Nc1ccc(F)cc1)C1CC(=O)N(Cc2ccco2)C1 (configuration not stated)	14%	11%	12%	2%	-9%	0	12%	-1%	5%
CC1CCCCN1C(=S)NCc1ccco1 (configuration not stated)	-10%	-2%	4%	14%	-14%	-3	5%	16%	1%
COc1ccc(F)cc1C(=O)C1CCCN(C(=O)CCN2CCCCO2)C1 (configuration not stated)	?	-7%	5%	-3%	.	2	-1%	5%	8%
Cc1ccccc1NC(=O)C1(NC(=O)c2cccc(N3C(=O)CSC3c3ccccc3)c2)CCCCC1 (configuration not stated)	-15%	8%	-3%	-6%	-9%	-16	0%	-1%	-7%
N=c1c(C(=O)NCc2ccco2)cc2c(=O)n3ccccc3nc2n1CC1CCCO1 (configuration not stated)	11%	?	-20%	-11%	-16%	7	-13%	?	-27%
CC1CCN(C(=O)Cn2cnc3c(cnn3C(C)(C)C)c2=O)CC1	?	10%	8%	11%	41%[activator]	-5	10%	2%	-1%
Nc1ccc2c(c1)nnn2-c1ccccc1	-5%	6%	2%	7%	8%	-79*	1%	-6%	-10%
O=C(O)c1cc(-c2ccccc2Cl)n(-c2ccccc2)n1	8%	-11%	16%	0%	1%	-10	18%	-7%	-3%
N#Cc1c(/N=C/c2cc3ccccc3s2)sc2c1CCC2	-2%	-18%	-3%	0%	27%	-7	13%	7%	-13%

Part of the list above in order of molar mass, lowest first.
SMILES	KB-V1 MDR tox	SW480 rereplic	HT1080 IDH1KD tx	KB-3-1 tox	ATXN2 expr inh	IL-1B inflam inh	HT1080-NT tox	MCF10A rerep	WRN inhibitor
CCNc1sc(C(=O)OCC)c(N)c1C#N	0%	-16%	4%	1%	-33%	-14	1%	-2%	3%
CCOc1ccc(C(=O)CSCC(=O)O)cc1	6%	-5%	-4%	17%	2%	12	2%	-4%	0%
CC(=O)Nc1nc(-c2ccc3c(c2)CCO3)cs1	14%	?	-2%	-17%	.	-9	-3%	0%	-5%
O=C(NN1C(=O)C2C3C=CC(O3)C2C1=O)c1cccc(O)c1 (configuration not stated)	-3%	0%	-3%	0%	-1%	27	-2%	1%	2%
O=C(Nc1ccc(F)cc1)C1CC(=O)N(Cc2ccco2)C1 (configuration not stated)	14%	11%	12%	2%	-9%	0	12%	-1%	5%
N#Cc1c(/N=C/c2cc3ccccc3s2)sc2c1CCC2	-2%	-18%	-3%	0%	27%	-7	13%	7%	-13%
Cc1ccc(OCC(=O)NNC(=O)c2ccoc2C)c(Br)c1	-1%	0%	-2%	0%	5%	-23	-4%	-6%	-18%
COc1ccc(F)cc1C(=O)C1CCCN(C(=O)CCN2CCCCO2)C1 (configuration not stated)	?	-7%	5%	-3%	.	2	-1%	5%	8%
CCOc1ccc2nc(SC3CC(=O)N(c4ccccc4)C3=O)sc2c1 (configuration not stated)	0%	?	?	1%	34%	6	?	?	-9%
CC1(C)Oc2ccc(C(=O)N3CCOCC3)cc2N(CC(=O)Nc2ccccc2)C1=O	-9%	0%	-1%	0%	-11%	?	1%	-5%	4%
Cc1ccccc1NC(=O)C1(NC(=O)c2cccc(N3C(=O)CSC3c3ccccc3)c2)CCCCC1 (configuration not stated)	-15%	8%	-3%	-6%	-9%	-16	0%	-1%	-7%
O=C1[C@H]2[C@@H](c3ccc(F)cc3)N3C(=O)N(c4cccc(Cl)c4)C(=O)[C@@]3(Cc3ccc(Cl)cc3)[C@H]2C(=O)N1C1CCCCC1	2%	6%	-7%	-19%	12%	-23	-5%	-1%	?

Screening results: PubChem BioAssay, National Center for Advancing Translational Sciences (NCATS)

Rows were taken by chance. Share with any hit: about 12%.
